Compound activity as filed in PubChem.
RT RNaseH block = inhibitors of HIV-1 reverse transcriptase RNase H; P04585; RT-RNase H RNA/DNA duplex cleavage, fluorescence; inhibition, % at 10 µM; 65,000 compounds, 1.9% hits; AID 565; in the data active = inhibition above about 50%
RmlCD inh mix = inhibitors of RmlC and RmlD coupled enzymes; RmlC/RmlD coupled enzyme inhibition, 384-well mixture HTS; inhibition, % at 5.5 µM; 110,000 compounds, 0.39% hits; AID 1532; in the data active = inhibition above about 30%, passing the limit was not always enough; also: strong numbers were not always called active
Active calls of the source: *.

`CN1CCN(S(=O)(=O)c2ccc(NC(=O)c3cccc(S(=O)(=O)N4CCCC4)c3)cc2)CC1` gave RT RNaseH block -27.4 and RmlCD inh mix -5.0.
Screening COC(CNC(=O)c1cccc2c1C(=O)N(Cc1cccnc1)C2)OC returned RmlCD inh mix 2.9.
COc1ccc(N(CC(=O)N2CCCCCC2)S(=O)(=O)c2c(C)[nH]c(=O)[nH]c2=O)cc1 was read as RmlCD inh mix 6.9.
O=C(CCN1C(=O)C2C3C=CC(C3)C2C1=O)NC1CCCc2ccccc21 (centres undefined) was read as RT RNaseH block -1.5 and RmlCD inh mix 3.4.
For CC(=O)Nc1ccc2c(c1)CCC2=O the results were RT RNaseH block 4.2 and RmlCD inh mix 8.0.
COc1ccc(CC(=O)NC(C)c2nnc(SCC(=O)Nc3nc(C)cs3)n2C)cc1 (centres undefined) was read as RT RNaseH block -2.6 and RmlCD inh mix 7.7.
`CSc1nc(NCCOCCO)c2sc3nc(-c4ccco4)c4c(c3c2n1)CCC4` gave RT RNaseH block 70.0* and RmlCD inh mix 18.5.
For O=C(c1ccc(COc2c(F)c(F)cc(F)c2F)o1)N1CCN(c2ccc(Cl)cc2)CC1 the results were RT RNaseH block -3.8 and RmlCD inh mix -12.4.
For CC1CCN(S(=O)(=O)c2ccc3c(c2)C(=NO)c2cc(S(=O)(=O)N4CCC(C)CC4)ccc2-3)CC1 the results were RmlCD inh mix -15.2.
CCOC(=O)c1oc2ccccc2c1NC(=O)c1ccc(S(=O)(=O)N2CCCC2)cc1 was read as RT RNaseH block -1.8 and RmlCD inh mix -10.1.
Screening O=C(CCCCn1c(=O)[nH]c2ccsc2c1=O)NCc1cccnc1 returned RT RNaseH block -4.4 and RmlCD inh mix 10.2.
`O=C(CCNS(=O)(=O)c1cccc2nonc12)NC1CCCc2ccccc21` (centres undefined) gave RT RNaseH block -3.4 and RmlCD inh mix 6.2.
For CCC1=C(OC(=O)N(CC)CC)N2C(=O)OC(=NCC(=O)OC)[C@]2(Cc2ccccc2)[C@H]2C1=CC[C@H]1C(=O)N(c3ccccc3)C(=O)[C@H]12 the results were RmlCD inh mix -1.2.
CCS(=O)(=O)c1nnnn1-c1ccccc1S(C)(=O)=O was read as RT RNaseH block 3.6 and RmlCD inh mix 1.4.
CCC(Sc1ccc2nnc(-c3ccc(F)cc3)n2n1)C(=O)O (centres undefined) was read as RT RNaseH block 49.3 and RmlCD inh mix -12.3.
Screening Nn1c(SCC(=O)NCCC2=CCCCC2)nnc1C(F)(F)F returned RmlCD inh mix 0.6.
For CCn1c(=S)sc2c(=O)n(-c3ccccc3)c(SCC(=O)NCc3ccco3)nc21 the results were RT RNaseH block -5.2 and RmlCD inh mix 8.5.
CCOC(=O)c1cnn(-c2nc(-c3ccccc3)cs2)c1C(F)(F)F was read as RmlCD inh mix -37.5.
O=C(Cn1c(=O)sc2ccccc21)NCc1ccccn1 was read as RT RNaseH block -2.9 and RmlCD inh mix 5.0.
Screening Cc1nc2ccccc2c(=O)n1-c1cccnc1 returned RT RNaseH block -14.4 and RmlCD inh mix 0.7.
For O=C(NCc1ccco1)c1sc(=S)n2c1[nH]c(=O)c1ccccc12 the results were RT RNaseH block 58.2* and RmlCD inh mix 15.9.
CCc1nc2oc3cc(OC)ccc3c(=O)c2c(=O)n1-c1ccccc1 was read as RT RNaseH block 0.1 and RmlCD inh mix -7.5.
`Cc1ccc(NC(=O)N2CCCC2C(=O)NCc2cccs2)cc1` (centres undefined) gave RmlCD inh mix -9.9.
COC(=O)c1ccc(-c2nc(-c3cccs3)no2)cc1 was read as RT RNaseH block -2.9 and RmlCD inh mix 1.1.
Screening CC(C)N(Cc1nc(-c2ccc(Cl)cc2)no1)C(=O)CCC1CCCC1 returned RT RNaseH block -15.1 and RmlCD inh mix -12.7.
Screening CCOc1ccc(-c2nnc3ccc(SC)nn23)cc1 returned RT RNaseH block -15.1 and RmlCD inh mix 7.5.
For COc1ccc(CCNc2ccc(C(CC(N)=O)NC(=O)c3ccc(Br)cc3)cc2[N+](=O)[O-])cc1 (centres undefined) the results were RmlCD inh mix -11.1.
COc1cc(-c2nc(N)n[nH]2)cc(OC)c1OC was read as RT RNaseH block -22.0 and RmlCD inh mix -14.0.
CCOC(=O)C(=CNc1ccc(O)c(C(=O)OC)c1)C(=O)OCC was read as RmlCD inh mix 3.4.
CC(=O)Nc1ccc2c(c1)ncn2C1CCCCC1 was read as RmlCD inh mix 6.8.
`Cc1cc(C)cc(N(CC(=O)NCc2ccco2)S(=O)(=O)c2c(C)noc2C)c1` gave RT RNaseH block -3.3 and RmlCD inh mix -7.2.
Screening CCN(CC)C(=O)N1CCC(NC(=O)c2ccccc2)CC1 returned RT RNaseH block -6.5 and RmlCD inh mix 12.6.
For COc1ccc2[nH]c3c(NCCN(C(C)C)C(C)C)ncnc3c2c1 the results were RT RNaseH block -16.4 and RmlCD inh mix 5.6.
`Cc1oc(-c2ccccc2)nc1Cn1cccc1C1=NC(c2ccccc2)CO1` (centres undefined) gave RT RNaseH block 13.0 and RmlCD inh mix -3.6.
COc1ccc(N2CCN(S(=O)(=O)/C=C/c3ccccc3)CC2)cc1 was read as RT RNaseH block 8.4 and RmlCD inh mix -10.3.
For O=C(Nc1cccc(C(F)(F)F)c1)NC1CCCCC1 the results were RmlCD inh mix 6.4.
CCn1c(SCC(=O)c2cc(OC)ccc2OC)nnc1-c1ccncc1 was read as RT RNaseH block 1.3 and RmlCD inh mix 115.2.
`CC(=O)c1cccc(N(CC(=O)NCC2CCCO2)C(=O)CCC(=O)Nc2cc(C)on2)c1` (centres undefined) gave RT RNaseH block -8.5 and RmlCD inh mix -1.0.
COc1ccc(/C=N/NS(=O)(=O)c2ccc(C)cc2)cc1OC(=O)c1ccccc1 was read as RmlCD inh mix -9.2.
`COc1cccc(CNc2nc3nc4c(c(=O)n3[nH]2)CCC4)c1` gave RmlCD inh mix -1.6.
COCc1cc(=O)[nH]c2cc(NC(=O)C(C)(C)CCl)c(C)cc12 was read as RmlCD inh mix 7.7.
`O=S(=O)(c1ccc(F)cc1)N1CCC(O)(c2ccc3c(c2)OCO3)CC1` gave RT RNaseH block -13.6 and RmlCD inh mix 7.1.
For COc1ccc2c(CC(=O)OCC(=O)NC(=O)c3cccn3C)coc2c1 the results were RmlCD inh mix -11.1.
Cc1ccc(-n2c(C)cc(/C=c3/sc4nc5ccccc5n4c3=O)c2C)cc1 was read as RmlCD inh mix 10.2.
Screening Cc1cc(C(=O)COC(=O)CN(C)S(=O)(=O)c2ccc(Cl)cc2)c(C)n1CC1CCCO1 (centres undefined) returned RT RNaseH block 1.2 and RmlCD inh mix -8.9.
Cc1cc(=O)oc2c(C)c(OCC(=O)N(C)C)ccc12 was read as RT RNaseH block -5.9 and RmlCD inh mix 15.8.
Screening CCCCOc1ccc(S(=O)(=O)NC(=O)NCc2ccc(OCCC)cc2)cc1 returned RmlCD inh mix 15.6.
`CCCCOC(=O)C(NC(=O)c1ccccc1)=C(C)C` gave RmlCD inh mix 6.7.
Screening CCN1CCc2c(sc3c2c(NCc2ccco2)nc2nnnn23)C1 returned RT RNaseH block -3.8 and RmlCD inh mix 11.0.
`Cc1ccc(C(=O)NCCCN2CCOCC2)cc1N1CCCC1=O` gave RT RNaseH block -17.9 and RmlCD inh mix -8.8.
Screening Cc1ccc2nc(-c3ccc(S(=O)(=O)N4CCOCC4)cc3)cn2c1 returned RT RNaseH block -13.2 and RmlCD inh mix 23.6.
`O=C(Nc1cnc2ccccc2c1)c1ccco1` gave RT RNaseH block -15.3 and RmlCD inh mix -8.6.
COc1ccc(S(C)(=O)=O)cc1S(C)(=O)=O was read as RT RNaseH block 2.4 and RmlCD inh mix -7.1.
`OC(CN1CCN(c2ccccc2)CC1)c1ccc2c(c1)CCN2` (centres undefined) gave RT RNaseH block -8.6 and RmlCD inh mix 2.7.
COc1ccccc1NC(=O)C(=O)NNC(=O)c1ccco1 was read as RmlCD inh mix -6.8.
`Cc1ccc(-c2nnc(N3CCN(S(C)(=O)=O)CC3)c3ccccc23)cc1` gave RT RNaseH block -7.2 and RmlCD inh mix 1.8.
`CC(C)OCCCNC(=O)c1sc(=S)n(C)c1N` gave RT RNaseH block 25.3 and RmlCD inh mix 13.8.
Screening CC(=O)N1CCC(N(C(=O)Nc2ccc(C)c(C)c2)C2CCCC2)CC1 returned RT RNaseH block -7.7 and RmlCD inh mix -7.2.
`CCCCOC(=O)n1c(SCC(=O)N(C)C)nc2ccccc21` gave RT RNaseH block -0.5 and RmlCD inh mix -6.3.
For Cc1occc1-c1nnc2sc(-c3ccc(-c4ccc(Cl)cc4)o3)nn12 the results were RT RNaseH block 24.4.
`Cn1ncc(Cl)c1C(=O)NC(=S)Nc1sc2c(c1C#N)CCCCC2` gave RmlCD inh mix 11.1.
`Cc1cc(C)nc(N2CCCC(C(=O)Nc3nnc(C(C)C)s3)C2)n1` (centres undefined) gave RmlCD inh mix -11.7.
`CC1CCc2nc3ccc(S(=O)(=O)N4CCC(C(=O)NC5CCCC5)CC4)cc3c(C(=O)O)c2C1` (centres undefined) gave RT RNaseH block -6.8 and RmlCD inh mix 6.1.
O=C(CCN1C(=O)C2C3C=CC(C3)C2C1=O)NCc1cccnc1 (centres undefined) was read as RT RNaseH block 1.5 and RmlCD inh mix -1.9.
Screening C=CCc1cc(C)ccc1OCCn1ccnc1 returned RmlCD inh mix -13.3.
Screening C=CCn1c(COc2ccc(F)cc2)nnc1SCC(=O)N1CC(=O)Nc2ccccc21 returned RmlCD inh mix -0.8.
`CCNC(=O)CSc1ncnc2sccc12` gave RmlCD inh mix -4.3.
For O=C1COc2ccc(C(=O)NCc3ccco3)cc2N1 the results were RT RNaseH block -1.9 and RmlCD inh mix -10.1.
`COC(=O)[C@H](Cc1ccccc1)NC(=O)N1CCC(C)CC1` gave RmlCD inh mix -9.8.
`CN(C)c1nc(-c2ccccn2)nnc1-c1ccccc1` gave RmlCD inh mix 14.2.

Structural class, the compounds so far containing an aryl thioether with sulfur outside any ring (10)
COc1ccc(CC(=O)NC(C)c2nnc(SCC(=O)Nc3nc(C)cs3)n2C)cc1 (centres undefined) was read as RT RNaseH block -2.6 and RmlCD inh mix 7.7.
`CSc1nc(NCCOCCO)c2sc3nc(-c4ccco4)c4c(c3c2n1)CCC4` gave RT RNaseH block 70.0* and RmlCD inh mix 18.5.
CCC(Sc1ccc2nnc(-c3ccc(F)cc3)n2n1)C(=O)O (centres undefined) was read as RT RNaseH block 49.3 and RmlCD inh mix -12.3.
Screening Nn1c(SCC(=O)NCCC2=CCCCC2)nnc1C(F)(F)F returned RmlCD inh mix 0.6.
For CCn1c(=S)sc2c(=O)n(-c3ccccc3)c(SCC(=O)NCc3ccco3)nc21 the results were RT RNaseH block -5.2 and RmlCD inh mix 8.5.
Screening CCOc1ccc(-c2nnc3ccc(SC)nn23)cc1 returned RT RNaseH block -15.1 and RmlCD inh mix 7.5.
CCn1c(SCC(=O)c2cc(OC)ccc2OC)nnc1-c1ccncc1 was read as RT RNaseH block 1.3 and RmlCD inh mix 115.2.
`CCCCOC(=O)n1c(SCC(=O)N(C)C)nc2ccccc21` gave RT RNaseH block -0.5 and RmlCD inh mix -6.3.
Screening C=CCn1c(COc2ccc(F)cc2)nnc1SCC(=O)N1CC(=O)Nc2ccccc21 returned RmlCD inh mix -0.8.
`CCNC(=O)CSc1ncnc2sccc12` gave RmlCD inh mix -4.3.

The listing continues:
`CCCCOc1cccc(OCCCC)c1C(=O)Nc1cc(C)on1` gave RT RNaseH block 5.7 and RmlCD inh mix -9.3.
For Nc1nnc(CCS(=O)(=O)c2cc(Cl)ccc2Cl)s1 the results were RT RNaseH block 3.9 and RmlCD inh mix -10.0.
Screening CC1(C)CC(NC(=O)CCC2CCCC2)CC(C)(C)N1 returned RT RNaseH block -3.1 and RmlCD inh mix 6.3.
`CCOc1ccc2nc(NCCNC(=O)Nc3cccc(C)c3)c(C#N)cc2c1` gave RT RNaseH block 22.9 and RmlCD inh mix -23.9.
CCCCCCC1NC(C(=O)O)CS1 (centres undefined) was read as RmlCD inh mix -12.5.
For COC(=O)C1=C(C(=O)OC)[C@@H]2Nc3ccccc3[C@@]23C[C@@H](C(=O)OC)N(C(=O)c2cccs2)C3=N1 the results were RmlCD inh mix -3.9.
Cc1ccc2ncnc(Nc3ccc(C)c(C)c3)c2c1 was read as RmlCD inh mix -11.8.
`C=CCOC(=O)C(C#N)c1nc2ccccc2nc1N1CCN(Cc2ccccc2)CC1` (centres undefined) gave RT RNaseH block 2.9 and RmlCD inh mix 8.5.
For Cc1ccccc1NC(=O)C1CCN(c2cc(-c3ccccc3)nc3ncnn23)CC1 the results were RmlCD inh mix -15.1.
`CCOC(=O)c1sc2c(c1C)c(=O)c(C(=O)OCC)cn2CC` gave RT RNaseH block -2.2 and RmlCD inh mix -4.4.
For CC1=C(C(=O)N2CCCCCC2)C2(CCC(C)CC2)OC1=O (centres undefined) the results were RT RNaseH block -2.3 and RmlCD inh mix -30.8.
For COc1cc2c(cc1OC)C(C)N(C(=O)c1cc3n(n1)C(C(F)(F)F)CC(c1ccco1)N3)CC2 (centres undefined) the results were RT RNaseH block -0.1 and RmlCD inh mix -43.6.
`Cc1ccccc1N1C(=O)C2ON(c3ccccc3)C(c3ccncc3)C2C1=O` (centres undefined) gave RT RNaseH block 8.9 and RmlCD inh mix -6.3.
CCOc1ccc2c(c1)nc(SCC(=O)c1ccc(Br)s1)n2C was read as RmlCD inh mix -9.9.
CCN(CC)CCCNc1nc2cc(OC)c(OC)cc2c2nc(-c3ccccc3)nn12 was read as RmlCD inh mix 9.9.
NC(=O)COc1ccc(NC(=O)OCc2ccccc2)cc1 was read as RT RNaseH block -19.4 and RmlCD inh mix 10.1.
Screening CCN1C(=O)N[C@@H](c2ccccc2)[C@H](C(C)=O)[C@H]1C returned RmlCD inh mix -9.0.
`COc1ccc2nc(SCC(=O)Nc3cc(C)on3)[nH]c2c1` gave RmlCD inh mix -11.4.
For Cn1c(CSc2ncccn2)nnc1SCC(=O)N1CCCc2ccccc21 the results were RT RNaseH block 1.8.
CCn1c(=O)c2cc(C(=O)N3CCN(C(=O)c4ccco4)CC3)sc2c2ccccc21 was read as RT RNaseH block -3.5 and RmlCD inh mix 8.3.

Not all compounds are listed. The share of hits here may be higher or lower than overall.
